TAG inh = inhibitors of triacylglycerol accumulation; H9c2 cells, Nile Red lipid (TAG) fluorescence; cells loaded with 200 µM oleic acid; inhibition, % at 12.5 µM; 0.66% of 230,000 active; AID 651582;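 active = pattern-corrected inhibition of lipid staining of at least 50% with the nuclear-stain viability signal not falling by more than 50%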;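 note: 0% = DMSO wells and 100% = triacsin C control wells; some results filed as inactive read as strong as hits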
TAG inh DAPI viability = second read-out of TAG inh, no call of its own (marks repeat the call); DAPI nuclei signal change (viability), lower = more cytotoxic, %;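 whole-well DAPI fluorescence read on a plate reader as a viability signal; minus 50 percent equals half of cells still viable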
* marks the source's active call; other numbers are inactive results.

SMILES	TAG inh	TAG inh DAPI viability
C=CCNC(=O)c1cccc(NS(=O)(=O)c2ccc(Cl)cc2)c1	-16.7	6.4
CC(C)(C)C(=O)OC/C(N)=N/OC(=O)c1ccccc1	-5.8	3.8
Cc1ccc(N2CCN(C(=O)C3CCC(=O)N(Cc4ccc(Cl)cc4)C3)CC2)c(C)c1 (configuration not stated)	-36.3	3.9
COc1ccc(NC(=O)NNC(=O)COc2ccc3ccccc3c2)cc1OC	3.3	-11.1
C[C@H](CO)N1C[C@H](C)[C@@H](CN(C)CC2CCCCC2)Oc2ccc(NC(=O)Cn3cnnn3)cc2C1=O	-4.0	-16.2
COCCCNc1nc2c([nH]1)c(=O)[nH]c(=O)n2C	-2.3	-4.4
O=C(CSc1nccn1Cc1ccco1)Nc1cccc(F)c1	-2.7	2.6
O=[N+]([O-])c1cc2ccccc2c(O)c1O	2.2	2.9
CCCNC(=O)CNC(=S)N(Cc1ccccc1F)C1CCCCC1	0.1	-3.9
CC(=O)N1c2c(cc(Br)cc2S(=O)(=O)N2CCN(c3ccccn3)CC2)CC1C (configuration not stated)	-50.1	2.2
COc1cccc(NC(=O)CNC(=O)c2ccc([N+](=O)[O-])cc2)c1	-7.3	6.9
CCc1nc2c(OCc3ccccc3)cccn2c1N(C)C(C)=O	-0.7	-3.8
CN1CCN(C2=NC(=O)/C(=C/c3cn[nH]c3-c3ccccc3)S2)CC1	2.1	0.9
Cc1cccc(C)c1NC(=O)C(c1ccccc1)N1CCC2(CC1)OCCO2 (configuration not stated)	4.6	-13.1
CCOc1ccc(C(=O)NC2CC3CCCC(C2)N3Cc2ccccc2)cc1 (configuration not stated)	-19.1	7.8
C[C@H](CO)N1C[C@H](C)[C@@H](CN(C)S(=O)(=O)c2ccccc2)Oc2c(NS(=O)(=O)c3ccc(F)cc3)cccc2C1=O	-23.3	1.3
Cn1nc(C(C)(C)C)cc1C(=O)N1CCCCC1c1cc(C(=O)NCc2ccc(F)cc2)no1 (configuration not stated)	1.0	-3.1
Cn1c(=O)c2c(ncn2CC(=O)N2CCN(C(=O)c3ccco3)CC2)n(C)c1=O	0.4	3.7
COc1ccccc1N1CCN(C(=O)COc2cccc3ccccc23)CC1	22.8	6.1
COc1ccc(CCNC(=O)COC(=O)c2ccc(Br)o2)cc1	3.3	1.5
C=CCN=C1N[C@@H](c2cccc(C(F)(F)F)c2)C(C(=O)OC)=C(C)N1CC	1.3	-2.8
Cc1nnc(Cc2ccco2)c2n[nH]c(C)c12	6.5	0.3
Cc1ccc(-n2nnc(-c3ccnc4ccccc34)n2)cc1	-24.5	-10.8
[2H]C([2H])(CCOS(N)(=O)=O)c1ccccc1	-70.7	4.2
CCC(C(=O)OC)n1cnc2c(nnn2-c2ccc(C)cc2)c1=O (configuration not stated)	11.0	-2.6
SMILES	TAG inh	TAG inh DAPI viability
COc1cccc(NC(=O)CN(C)C(=O)CSCC(=O)Nc2ccc(C)cc2)c1	-3.3	0.6
CC(=O)O[C@H]1CC[C@@]2(C)[C@@H](CC[C@H]3[C@@H]4CC[C@H](C(C)O)[C@@]4(C)CC(=O)[C@@H]32)C1 (some centres not stated)	36.0	-6.0
O=Cc1ccc(OCc2nnsc2Cl)cc1	-10.3	3.1
CN1C(=O)CC(N2CCN(Cc3ccc(Cl)cc3)CC2)C1=O (configuration not stated)	-1.9	-3.5
COc1ccc(OC)c2c1sc(=NC(=O)C1CC1)n2C	1.6	0.4
O=C(/C=C/c1ccccc1Cl)Nc1ccc2c(c1)C(=O)NC2=O	-11.4	-2.0
COc1cc(NC(=O)c2ccccc2F)ccc1NC(=O)c1cc2ccccc2o1	5.0	44.0
Cc1ccc2c(c1)C(=O)N1[C@H]3c4cc(Br)ccc4OC[C@@H]3[C@H](c3ccccc3)[C@]1(C)C(=O)N2	13.6	-7.7
Cc1ccc(NC(=O)CSc2n[nH]c(-c3ccncc3)n2)cc1	-32.2	8.4
COc1ccc2c(=O)c3c(=O)n(-c4ccccc4)c(-c4ccc(C)cc4)nc3oc2c1	12.1	-0.7
COCCCNC(=O)CCn1c(=O)c2ccccc2n(CC(=O)Nc2c(C)cccc2C)c1=O	-8.1	0.1
O=C(/C=C/c1ccccc1)Nc1scc(-c2ccccc2)c1C(=O)O	3.8	-6.0
CCCCn1c2ccc(F)cc2c2nnc(NN)nc21	-1.6	-8.9
Cc1ccc(-c2cc(-c3ccccc3)c3c(N)c(S(C)(=O)=O)sc3n2)cc1	47.5	66.1
CCn1c(SCC(=O)Nc2ccc(C(C)=O)cc2)nc2c([nH]c3ccccc32)c1=O	37.6	-29.1
Nc1c(C(=O)N2CCCC2)sc2nc3c(cc12)CCCCCC3	5.8	-1.4
COCCNC(=O)C1(C)CCN(C(=O)/C=C/c2ccccc2)C1 (configuration not stated)	-1.2	0.3
Fc1cccc(CSc2nnc3ccc(-c4ccncc4)nn23)c1	-7.5	4.6
CCc1cc2ccccc2nc1SCC(=O)Nc1cc(C)on1	24.6	-9.9
CC(NC(=O)CCn1c(=S)[nH]c2ccsc2c1=O)c1ccccc1 (configuration not stated)	-2.0	-1.1
CCOC(=O)Cc1csc(NS(=O)(=O)c2ccc(F)cc2)n1	-10.2	6.2
Cc1cc(C)c2sc(N(CCCN(C)C)C(=O)c3ccc(S(=O)(=O)N4CCCc5ccccc54)cc3)nc2c1	56.4*	-40.0*
C=CCN(CC=C)C(=O)C1CCC(C(=O)N(CC=C)CC=C)CC1 (configuration not stated)	4.6	-2.6
O=C1CCCc2nc(N3CCN(c4ccccc4)CC3)ncc21	-28.0	8.6
CCN1C2=NCCCN2c2cc(C)c(C)cc21	-0.2	-7.6
SMILES	TAG inh	TAG inh DAPI viability
CN(c1nc2ccccc2n2c(-c3ccco3)nnc12)S(=O)(=O)c1ccccc1	-19.9	20.7
Cc1cc(C)c(C#N)c(Oc2ccccc2)n1	6.9	0.0
Cc1ccccc1NC(=O)c1ccc(N/N=C/c2ccccc2O)c([N+](=O)[O-])c1	16.6	-16.1
Cn1c(N)c(C(=O)COC(=O)C2Cc3ccccc3CN2S(C)(=O)=O)c(=O)n(C)c1=O (configuration not stated)	5.4	-1.4
CC(C)CN=CC1=C(O)c2ccccc2C1=O	0.6	10.0
Cc1nc(SCC(=O)NCC2CCCO2)c2c3c(sc2n1)CCC3 (configuration not stated)	-3.6	1.6
Cc1ccc(C(C)C)c(OCc2nnc3n2CCCCC3)c1	-8.7	0.5
Cc1cccc(NC(=O)CSCC(=O)N2CCN(Cc3ccc4c(c3)OCO4)CC2)c1	9.0	-8.3
CC1(N(O)C=C2C=CC(=O)C=C2)CCCCC1=O (configuration not stated)	5.7	3.5
Cc1ccc(OC(=O)c2cccc(S(=O)(=O)N3CCN(C)CC3)c2)c(Br)c1	1.5	-3.2
CCOC(=O)c1ccc(NC(=O)COC)cc1	0.0	8.4
Cc1ccc2c(=O)n3c(nc2c1)C(C)NC(=O)c1cccnc1-3 (configuration not stated)	-6.9	13.8
CCOc1ccc(/C=N/NC(=O)Nc2ccccc2)cc1	-4.1	8.4
Cc1ccc(S(=O)(=O)N2CCCCC2)cc1NC(=O)COC(=O)CN1C(=O)NC2(CC(C)CC(C)(C)C2)C1=O (configuration not stated)	10.9	10.6
O=C(O)c1ccc(Cl)c(S(=O)(=O)NCC2CCCO2)c1 (configuration not stated)	3.9	-13.5
O=C(CN1CCN(Cc2ccccc2)CC1)Nc1ccccc1-c1ccccc1	-2.7	18.6
O=C(Nc1ccc2c(c1)OCO2)c1ccc2nc[nH]c2c1	0.7	7.6
CCCCn1c(N)c(N(CC(C)C)C(=O)C2=COCCO2)c(=O)[nH]c1=O	3.9	-11.7
COc1ccc(C(=O)Nc2ccc3[nH]ncc3c2)cc1	-8.1	-1.7
N#CC1(NC(=O)COC(=O)c2ncc(Cl)c(Cl)c2Cl)CCCCC1	16.8	-3.4
CCN(CC(=O)NCc1cccs1)C(=O)c1cccc(S(=O)(=O)Nc2ccc(F)cc2)c1	9.6	-3.6
CCN1CCN(c2ccc(S(=O)(=O)N3CCCC3)cn2)CC1	12.7	-1.4
CC1CCc2cc(F)ccc2N1S(=O)(=O)c1ccc(F)cc1 (configuration not stated)	-8.4	-1.5
COCC(=O)N(C)c1nnc(-c2ccccn2)s1	-26.4	5.4
CN(C(=O)c1cccnc1)c1nnc(-c2ccccn2)s1	10.3	-6.2

Among those listed so far, these contain a furan ring, fused or not:
SMILES	TAG inh	TAG inh DAPI viability
O=C(CSc1nccn1Cc1ccco1)Nc1cccc(F)c1	-2.7	2.6
Cn1c(=O)c2c(ncn2CC(=O)N2CCN(C(=O)c3ccco3)CC2)n(C)c1=O	0.4	3.7
COc1ccc(CCNC(=O)COC(=O)c2ccc(Br)o2)cc1	3.3	1.5
Cc1nnc(Cc2ccco2)c2n[nH]c(C)c12	6.5	0.3
COc1cc(NC(=O)c2ccccc2F)ccc1NC(=O)c1cc2ccccc2o1	5.0	44.0
CN(c1nc2ccccc2n2c(-c3ccco3)nnc12)S(=O)(=O)c1ccccc1	-19.9	20.7

New compounds follow.
SMILES	TAG inh	TAG inh DAPI viability
CCNC(=O)c1ccc(CSc2nc3ccccc3s2)cc1	-9.3	1.0
CCOC(=O)C1(Cc2cccc(F)c2)CCN(C(=O)c2cnc(C)cn2)CC1	-5.0	-7.9
COc1cc(OC)cc(C(=O)NNC(=O)CN2C(=O)NC3(CCCC3)C2=O)c1	-2.2	-9.2
C[C@H](CO)N1C[C@H](C)[C@@H](CN(C)S(=O)(=O)c2cn(C)cn2)OCc2cnnn2CCCC1=O	-22.5	13.2
COc1ccc(Cl)cc1C(=O)NNC(=O)c1n[nH]c2ccccc12	-18.2	7.4
COc1cccc(N(CC(=O)O)S(=O)(=O)c2ccccc2)c1	10.7	-2.4
Cc1cc(NC(=O)C2CCCCC2C(=O)O)no1 (configuration not stated)	-18.2	5.7
C/C(=N\NC(=O)C1CC1)c1ccc(N2CCOCC2)cc1	8.5	-4.3
CSc1ncccc1C(=O)OCC(=O)NC12CC3CC(CC(C3)C1)C2	-4.4	-14.5
CCOC(=O)C1=C(C)C(c2cccc(Oc3ccccc3)c2)NC(=S)N1 (configuration not stated)	-7.4	-0.5
CCOC(=O)c1cc(CC)sc1/N=C/C1C(=O)CCCC1=O	2.4	-2.7
OC(CCCC(O)c1ccccc1)c1ccccc1 (configuration not stated)	3.7	-0.1
Cn1c(=O)[nH]c(=O)c2c1nc(N1CCOCC1)n2CC(=O)c1ccccc1	0.4	4.7
CCOc1ccc2nc(N/C(N)=N/S(C)(=O)=O)nc(C)c2c1	9.8	5.3
COc1ccccc1NS(=O)(=O)c1ccc(C(=O)NCC2(N(C)C)CCCCC2)cc1	-5.9	7.1
CCOC(=O)C1=C(Nc2ccc(Cl)cc2)OCC1=O	7.4	-9.7
CC(C)(C)c1ccc(C(=O)Nc2ccc(F)cc2)s1	-10.0	10.4
O=c1cc(-c2ccccc2)nc2cc(-c3ccc(F)cc3)[nH]n12	-8.8	8.4
COc1ccc(/C=N/NC(=O)CNC(=O)C2COc3ccccc3O2)cc1OC (configuration not stated)	12.2	-13.3
CC(C)(C)C(=O)NCc1ccc(C(=O)CSc2nnc(-c3ccncc3)n2C2CC2)s1	-15.8	8.2
CC1(C(=O)Nc2cccnc2)Cc2c(-c3ccc4c(c3)OCO4)ccnc2O1 (configuration not stated)	-1.7	-1.8
CCCc1nc2ccccc2n1Cc1ccccc1OC	-4.3	-0.6
COc1ccc(NC2c3ccccc3C(=O)N2c2ccccn2)cc1Cl (configuration not stated)	-4.0	3.1
CC1CCN(C(=O)CSc2nnc(CNC(=O)c3ccco3)o2)CC1	6.0	6.3
CCOC(=O)c1sc(N/N=C/c2ccccc2)nc1C	16.5	21.5

The list goes on; the last 6 above are carried over.
SMILES	TAG inh	TAG inh DAPI viability
CC(C)(C)C(=O)NCc1ccc(C(=O)CSc2nnc(-c3ccncc3)n2C2CC2)s1	-15.8	8.2
CC1(C(=O)Nc2cccnc2)Cc2c(-c3ccc4c(c3)OCO4)ccnc2O1 (configuration not stated)	-1.7	-1.8
CCCc1nc2ccccc2n1Cc1ccccc1OC	-4.3	-0.6
COc1ccc(NC2c3ccccc3C(=O)N2c2ccccn2)cc1Cl (configuration not stated)	-4.0	3.1
CC1CCN(C(=O)CSc2nnc(CNC(=O)c3ccco3)o2)CC1	6.0	6.3
CCOC(=O)c1sc(N/N=C/c2ccccc2)nc1C	16.5	21.5
CN(C)c1ccc(/C=C/C(=O)c2ccc(O)cc2)cc1	-8.9	11.7
CCOC(Cn1cc(C)c(=O)[nH]c1=O)OCC	-6.6	-3.5
CC(=O)c1ccc(N2CCN(C(=O)c3ccc(OCc4c(C)noc4C)cc3)CC2)cc1	4.9	5.3
O=C(O)CCC(=O)Nc1ccccc1C(=O)NC1CCCCC1	-19.0	14.7
O=C(c1ccccc1)n1ccc(-c2cnc(-c3ccccc3)s2)n1	3.4	5.9
CSCCNC(=O)c1ccc(C(C)(C)C)cc1	22.0	0.5
O=[N+]([O-])c1ccccc1/C=C/C=N/N1CCCCC1	1.1	9.1
O=C(Nc1cccc(Oc2ccccc2)c1)C1Cc2c(-c3cccc(F)c3)ccnc2O1 (configuration not stated)	-3.1	7.5
CN(C)C(CNC(=O)CCNC(=O)c1ccc(Cl)cc1)c1ccco1 (configuration not stated)	-3.7	6.2
COc1ccc(C(=O)NNC(=O)c2cc3cc(OC)ccc3oc2=O)cc1	9.2	-5.4
CC1CCCC(NC(=O)CSc2nncs2)C1C (configuration not stated)	13.6	7.1
O=C(COC(=O)c1cc([N+](=O)[O-])ccc1N1CCOCC1)NCc1ccc(F)cc1	-10.0	-2.0

Assay outcomes as filed in PubChem BioAssay.

An excerpt, so the mix of outcomes need not match the whole.
